Screening results as filed in PubChem.
GAA glycogen mod: inhibitors or activators of human alpha-glucosidase glycogen cleavage. P10253. recombinant GAA, glycogen substrate, Amplex Red glucose oxidase fluorescence. Potency, µM (series often up to 76.4 µM), for the others: top-dose activity change, negative = inhibition, usual class: inhibitors. 0.38% of 300,000 active;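 further: 0% = full enzyme reaction and -100% = no-enzyme basal signal; the screen sought inhibitors and activators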
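Recombinant human enzyme (4 nM); glycogen substrate; 37 C, 40 min, pH 5.0. Readout: coupled glucose oxidase/Amplex Red fluorescence.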
Tau FP inhib: inhibitors of human tau fibril formation | K18 P301L tau heparin fibrillization, Alexa594 FP, 6 h | Potency, µM (highest dose often 57.7 µM), for the others: at the top dose activity, negative = inhibition, hits mostly inhibitors | 0.39% of 280,000 active | AID 1468; further: on the % scale 0 is the no-effect control and ±100 the full control effect; nearly all actives have a fitted effect of over 55% in size
Target sequence (P10636 561-689 P618L limits assumed): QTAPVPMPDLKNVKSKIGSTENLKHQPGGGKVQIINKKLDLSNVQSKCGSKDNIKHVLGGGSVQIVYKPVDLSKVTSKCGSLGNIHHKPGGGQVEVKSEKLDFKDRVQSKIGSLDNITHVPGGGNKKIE
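Recombinant K18 P301L […], labeled with Alexa 594 at 0.24 uM over 15 uM unlabeled; heparin inducer 20 uM final; 37 C, 6 hr; FP endpoint.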
Tau fluor counter: counter-screen for tau fibril formation inhibitors; tau K18 P301L Alexa594 fluorescence, heparin fibrillization; Potency, µM (series often up to 57.7 µM), for the others: at the highest dose activity change, negative = decrease; 0.93% of 280,000 active; further: on the % scale 0 is the no-effect control and ±100 the full control effect; nearly all actives have a fitted effect of over 55% in size
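Human tau K18 P301L (15 uM unlabeled, 0.24 uM Alexa 594-labeled) in 100 mM sodium acetate pH 7 with 20 uM heparin, 6 hr at 37 C. ThT 30 uM added, 1 hr ambient; Alexa 594 FP and total fluorescence read at 555/632 nm.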
GLA spleen mod: inhibits or activates alpha-galactosidase in human spleen homogenate; Potency, µM (highest dose often 80 µM), for the others: top-dose activity change, negative = inhibition, most hits filed as inhibitors; P06280; human spleen homogenate, 4MU-alpha-Gal fluorescence, 40 min; 0.008% of 240,000 active; AID 2107;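 further: 0% = enzyme with vehicle and -100% = no enzyme basal signal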
Target sequence (P06280 32-429 limits assumed): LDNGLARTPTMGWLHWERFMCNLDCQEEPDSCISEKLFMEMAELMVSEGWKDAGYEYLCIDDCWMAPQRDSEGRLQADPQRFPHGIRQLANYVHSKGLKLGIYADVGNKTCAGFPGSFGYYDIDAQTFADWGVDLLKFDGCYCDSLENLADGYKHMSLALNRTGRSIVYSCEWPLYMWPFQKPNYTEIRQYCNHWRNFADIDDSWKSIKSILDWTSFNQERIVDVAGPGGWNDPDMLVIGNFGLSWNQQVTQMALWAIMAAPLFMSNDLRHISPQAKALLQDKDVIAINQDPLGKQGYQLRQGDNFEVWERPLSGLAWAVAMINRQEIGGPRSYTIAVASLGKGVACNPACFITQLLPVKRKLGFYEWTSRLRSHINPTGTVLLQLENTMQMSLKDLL
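Inhibition or activation of alpha-galactosidase in human spleen homogenate is scored by 4-MU fluorescence after 40 min at 37C, pH 5.0, with 1 mM substrate. AC50s come from concentration-response fitted to the Hill equation.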
HTT ATP protect: Huntington cell model cytoprotection by ATP luminescence; PC12 HTT-Q103 induced, cytoprotection, ATP luminescence, 40 h; Potency, µM (series often up to 56.4 µM), for inactives: cytoprotection (ATP increase), actives largely listed as activators; 0.14% of 230,000 active;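 further: % of control where 0% means no effect; nearly all actives have a fitted effect of over 45% in size; toxic huntingtin expression switched on by the ecdysone agonist tebufenozide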
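PC12 cells stably carrying ecdysone-inducible Htt exon 1 (Q103)–GFP were induced with 100 nM tebufenozide (final) alongside library compounds in a dose series. Cytoprotection was scored as retained ATP by ATPlite luminescence.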
GAA inhib: blocks human lysosomal alpha-glucosidase. P10253. purified human GAA, 4-MU-alpha-glucoside fluorescence. 0.005% of 200,000 active. Potency, µM (highest dose often 76.9 µM), for the others: at the top dose activity change, negative = inhibition, usual class: inhibitors;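 further: plate controls were uninhibited enzyme wells for no effect and no-enzyme background for full effect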
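Activity normalized between no-enzyme (basal) and enzyme-only wells. Conditions: 4 nM human enzyme, 400 uM fluorogenic substrate, citrate/phosphate pH 5.0 with Tween-20, 20 min room temperature, compounds up to 77 uM.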
Tau fibril ThT: tau fibrillization inhibition (ThT binding). AID 1460. P10636. recombinant tau K18 P301L (four-repeat tau fragment), heparin-induced fibrillization, ThT fluorescence. 2.1% of 270,000 active. Potency, µM (series often up to 57.4 µM), for the others: at the top dose activity, negative = inhibition, most hits filed as inhibitors; further: on the % scale 0 is the no-effect control and ±100 the full control effect; nearly all actives have a fitted effect of over 55% in size
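In this qHTS, human K18 P301L tau is incubated with compound and heparin for 6 hr at 37 C, and Thioflavin T fluorescence then reports fibril load.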
aGlu spleen mod: lysosomal alpha-glucosidase (human) modulation; P10253; human spleen homogenate, 4-MU-alpha-glucoside fluorescence; Potency, µM (doses to about 79.9 µM), inactives show at the highest dose activity change, negative = inhibition, actives largely listed as inhibitors; 0.006% of 240,000 active; AID 2112;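 further: 0% = enzyme with vehicle and -100% = no enzyme basal signal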
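Enzyme source: human spleen homogenate, 1 ug/well. Buffer 50 mM citric acid/K phosphate pH 5.0, 0.01% Tween-20. 4-MU-alpha-glucoside 1 mM; 37 C x 40 min; NaOH/glycine stop; fluorescence.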
Active calls of the source: *; & = joins results of further samples; [ ] = remark or other dose. The call rests on the fitted dose curve; in most records, active means well fitted curve in the direction sought with a large enough effect; inconclusive means small, poorly fitted or top-dose-only effect, or another doubt; inactive means no such curve, though single readings can be large; an effect the other way counts as inactive or inconclusive. Potency means the concentration at half of the fitted maximal effect. Rows were taken by chance; overall some 3.3% were active at least once.

For COc1cc2cc(CN(CCO)C(=O)c3cccs3)c(=O)[nH]c2cc1OC the results were GAA glycogen mod 6%, Tau FP inhib 0%, Tau fluor counter -3%, GLA spleen mod 8%, HTT ATP protect -4%, GAA inhib 4%, Tau fibril ThT -7% and aGlu spleen mod 0%.
`Cc1csc(NC(=O)c2nn(C)c(C)c2[N+](=O)[O-])n1` gave GAA glycogen mod -7%, Tau FP inhib 4%, Tau fluor counter 0%, GLA spleen mod -2%, GAA inhib inconclusive, Tau fibril ThT -3% and aGlu spleen mod -7%.
Screening CCCN(CCC)CCNC(=O)C1c2ccccc2C(=O)N(CCOC)C1c1ccc(F)cc1 (stereo not drawn) returned GAA glycogen mod -7%, Tau FP inhib 15%, Tau fluor counter 2%, GLA spleen mod -2%, HTT ATP protect -13%, GAA inhib inconclusive, Tau fibril ThT -4% and aGlu spleen mod -1%.
CC1=NN(c2nc(-c3ccc(C)cc3)cs2)C(=O)C1N=Nc1cccc(C)c1 (stereo not drawn) was read as GAA glycogen mod -16%, Tau FP inhib inconclusive, Tau fluor counter -28%, GLA spleen mod 2%, HTT ATP protect 16%[10 µM], GAA inhib -5%, Tau fibril ThT 2µM* and aGlu spleen mod -13%.
`Cn1c(COc2cccc3ccccc23)nnc1SCC(=O)OC1CCCCC1` gave GAA glycogen mod -9%, Tau FP inhib 13%, Tau fluor counter -11%, GLA spleen mod 4%, HTT ATP protect -7%[10 µM], Tau fibril ThT inconclusive and aGlu spleen mod -4%.
`C#CCn1c(=NC(=O)c2ccco2)sc2cccc(Cl)c21` gave GAA glycogen mod -5%, Tau FP inhib -12%, Tau fluor counter -7%, GLA spleen mod -1%, HTT ATP protect -11%[10 µM], Tau fibril ThT -11% and aGlu spleen mod -1%.
`COc1ccc(-c2noc(C)c2-c2ccc3ccccc3n2)c(O)c1` gave GAA glycogen mod 5%, Tau FP inhib -13%, Tau fluor counter inconclusive, GLA spleen mod -15%, HTT ATP protect -27%[10 µM], GAA inhib -9%, Tau fibril ThT -12% and aGlu spleen mod -4%.
`Cc1nnc2n(-c3ccc(Cl)cc3)c(=O)c3c4c(sc3n12)CN(C)CC4` gave GAA glycogen mod 1%, Tau FP inhib -10%, Tau fluor counter -5%, GLA spleen mod -6%, HTT ATP protect 3%, GAA inhib -4%, Tau fibril ThT -4% and aGlu spleen mod 7%.
For Cn1c(O)c(C=NCC2CCNCC2)c(=O)n(C)c1=O the results were GAA glycogen mod 2%, Tau FP inhib -14%, Tau fluor counter -6%, GLA spleen mod -22%, HTT ATP protect 12%[10 µM], GAA inhib -8%, Tau fibril ThT -11% and aGlu spleen mod -4%.
Screening CN(c1ccccc1)S(=O)(=O)c1ccc(NC(=O)c2ccco2)cc1 returned GAA glycogen mod -2%, Tau FP inhib 0%, Tau fluor counter -5%, GLA spleen mod -3%, GAA inhib 0%, Tau fibril ThT 1% and aGlu spleen mod 0%.
Screening CCC1CN(C(=O)N2CCC(C(=O)NCCc3ccc(OC)cc3OC)CC2)c2cc(C)ccc2O1 (stereo not drawn) returned GAA glycogen mod -4%[76.3 µM], Tau FP inhib -5%, Tau fluor counter -17% and Tau fibril ThT -14%.
Screening COc1cc2c(cc1OC)CN(CC(=O)Nc1ccccc1C#N)CC2 returned GAA glycogen mod 5%, Tau FP inhib 1%, Tau fluor counter -16%, GLA spleen mod -1%, HTT ATP protect -7%, GAA inhib -12%, Tau fibril ThT -14% and aGlu spleen mod -2%.
For CCOC(=O)c1ccccc1NC(=O)N(Cc1ccc(C)cc1)Cc1cccn1-c1nnc(N2CCCC2=O)s1 the results were GAA glycogen mod 11%[76.3 µM], Tau FP inhib 0%, Tau fluor counter -21% and Tau fibril ThT -4%.
Screening O=C(Nc1cccc(F)c1)c1coc(=O)c(Br)c1 returned GAA glycogen mod 2%, Tau FP inhib -10%, Tau fluor counter -15%, GLA spleen mod 5%, HTT ATP protect -15%[10 µM], GAA inhib inconclusive, Tau fibril ThT inconclusive and aGlu spleen mod 10%.
CCN1CCCC1CNC(=O)c1ccc2c(=O)n(CCOC)c(=O)[nH]c2c1 (stereo not drawn) was read as GAA glycogen mod -2%, Tau FP inhib -6%, Tau fluor counter -6%, GLA spleen mod inconclusive, HTT ATP protect 3%, GAA inhib inconclusive, Tau fibril ThT -12% and aGlu spleen mod 23%.
`CN(CCO)c1ncnc2nc[nH]c12` gave GAA glycogen mod -1%, Tau FP inhib -4%, Tau fluor counter -2%, GLA spleen mod 15%, HTT ATP protect -8%, GAA inhib 3%, Tau fibril ThT -4% and aGlu spleen mod -14%.
For Cc1cc(Cc2cc(C)c(N)cc2C)c(C)cc1N the results were GAA glycogen mod -29%, Tau FP inhib 8%, Tau fluor counter -19%, GLA spleen mod 0%, HTT ATP protect -8%, GAA inhib 2%, Tau fibril ThT -9% and aGlu spleen mod -2%.
`Cc1cccc(-n2c(-c3ccccc3)cn3c4c(=O)[nH]c(=O)n(C)c4nc23)c1` gave GAA glycogen mod -1%[76.3 µM], Tau FP inhib -12%, Tau fluor counter -11% and Tau fibril ThT -8%.
For CCCc1cc(-c2n[nH]c(=S)n2-c2cccc(C)c2)cs1 the results were GAA glycogen mod inconclusive, Tau FP inhib -5%, Tau fluor counter -15%, GLA spleen mod 1%, HTT ATP protect -79%[inhibitor], GAA inhib inconclusive, Tau fibril ThT -13% and aGlu spleen mod -4%.
`O=C(Nc1ccc(Cl)cn1)C1CC1` gave GAA glycogen mod 3%, Tau FP inhib -1%, Tau fluor counter 6%, GLA spleen mod -2%, HTT ATP protect -24%, GAA inhib 2% and Tau fibril ThT -1%.
Screening CC(=Nc1ccccc1)C1=C(O)COC1=O returned GAA glycogen mod -3%, Tau FP inhib 11%, Tau fluor counter -3%, GLA spleen mod 3%, HTT ATP protect 9%, GAA inhib 0%, Tau fibril ThT -15% and aGlu spleen mod 2%.
For O=C(Nc1cnccn1)Nc1ccc(Cl)cc1Cl the results were GAA glycogen mod -7%, Tau FP inhib inconclusive, Tau fluor counter -6%, GLA spleen mod -10%, HTT ATP protect -87%[inhibitor], GAA inhib -1%, Tau fibril ThT -7% and aGlu spleen mod -3%.
O=C(CCn1c(=O)c2cccn2c2cccnc21)N1CCN(c2ccc(Cl)cc2)CC1 was read as GAA glycogen mod 13%[76.3 µM], Tau FP inhib 1%, Tau fluor counter -11% and Tau fibril ThT inconclusive.
`CCOC(=O)c1sc2nccc(OC)c2c1N=CNOC` gave GAA glycogen mod -9%, Tau FP inhib -7%, Tau fluor counter -5%, GLA spleen mod 12%, HTT ATP protect inconclusive, GAA inhib -4%, Tau fibril ThT -8% and aGlu spleen mod 2%.
Cc1cc(O)cc(O[C@H]2OC(CO)[C@H](O)[C@@H](O)[C@H]2O)c1 (stereo partly drawn) was read as GAA glycogen mod 3%, Tau FP inhib 0%, Tau fluor counter -8%, GLA spleen mod 4%, GAA inhib -2%, Tau fibril ThT -12% and aGlu spleen mod 2%.
Screening CC(/C=C1\SC(=S)N(NC(=O)c2ccc(O)cc2)C1=O)=C\c1ccccc1 returned GAA glycogen mod -3%, Tau FP inhib 1%, Tau fluor counter 7%, GLA spleen mod -10%, HTT ATP protect 3%[10 µM], GAA inhib 6%, Tau fibril ThT 5% and aGlu spleen mod -3%.
`COc1ccc(C2=C(CN(C)C)C(c3ccccc3)c3ccccc3O2)cc1` (stereo not drawn) gave GAA glycogen mod 0%&1%, Tau FP inhib -7%&-7%, Tau fluor counter -3%&-16%, GLA spleen mod 4%&5%, HTT ATP protect 6%[10 µM], GAA inhib -6%&-20%, Tau fibril ThT inconclusive and aGlu spleen mod 3%&-3%.
For Cc1cc(-n2c(C)cc(C(=S)N3CCOCC3)c2C)ccc1Br the results were GAA glycogen mod -5%, Tau FP inhib -13%, Tau fluor counter -22%, GLA spleen mod -15%, HTT ATP protect 31%[10 µM], GAA inhib 4%, Tau fibril ThT inconclusive and aGlu spleen mod -5%.
`Cc1cc(F)ccc1NC(=O)CCS(=O)(=O)c1ccc2c(c1)NC(=O)CO2` gave GAA glycogen mod 11%[76.3 µM], Tau FP inhib -14%, Tau fluor counter -8% and Tau fibril ThT 6%.
`O=C(Nc1ccc(-c2cn3cccnc3n2)cc1)c1cc(Br)ccc1Cl` gave GAA glycogen mod 4%[76.3 µM], Tau FP inhib -7%, Tau fluor counter -15% and Tau fibril ThT inconclusive.

Compounds shown so far with an aryl methoxy group (6):
For COc1cc2cc(CN(CCO)C(=O)c3cccs3)c(=O)[nH]c2cc1OC the results were GAA glycogen mod 6%, Tau FP inhib 0%, Tau fluor counter -3%, GLA spleen mod 8%, HTT ATP protect -4%, GAA inhib 4%, Tau fibril ThT -7% and aGlu spleen mod 0%.
`COc1ccc(-c2noc(C)c2-c2ccc3ccccc3n2)c(O)c1` gave GAA glycogen mod 5%, Tau FP inhib -13%, Tau fluor counter inconclusive, GLA spleen mod -15%, HTT ATP protect -27%[10 µM], GAA inhib -9%, Tau fibril ThT -12% and aGlu spleen mod -4%.
Screening CCC1CN(C(=O)N2CCC(C(=O)NCCc3ccc(OC)cc3OC)CC2)c2cc(C)ccc2O1 (stereo not drawn) returned GAA glycogen mod -4%[76.3 µM], Tau FP inhib -5%, Tau fluor counter -17% and Tau fibril ThT -14%.
Screening COc1cc2c(cc1OC)CN(CC(=O)Nc1ccccc1C#N)CC2 returned GAA glycogen mod 5%, Tau FP inhib 1%, Tau fluor counter -16%, GLA spleen mod -1%, HTT ATP protect -7%, GAA inhib -12%, Tau fibril ThT -14% and aGlu spleen mod -2%.
`CCOC(=O)c1sc2nccc(OC)c2c1N=CNOC` gave GAA glycogen mod -9%, Tau FP inhib -7%, Tau fluor counter -5%, GLA spleen mod 12%, HTT ATP protect inconclusive, GAA inhib -4%, Tau fibril ThT -8% and aGlu spleen mod 2%.
`COc1ccc(C2=C(CN(C)C)C(c3ccccc3)c3ccccc3O2)cc1` (stereo not drawn) gave GAA glycogen mod 0%&1%, Tau FP inhib -7%&-7%, Tau fluor counter -3%&-16%, GLA spleen mod 4%&5%, HTT ATP protect 6%[10 µM], GAA inhib -6%&-20%, Tau fibril ThT inconclusive and aGlu spleen mod 3%&-3%.
